# Pf apPOL block: Pf-apPOL inhibitors, biochemical, fluorescence; Recombinant Pf-apPOL, molecular beacon fluorescence, 1.5 h; inhibition, % at 10 µM; 210,000 tested, 0.25% active; AID 1794808, 2022
# mHTT CaM bind: mutant huntingtin-calmodulin interaction inhibitors – biochemical, AlphaScreen, primary screen | inhibition, % at 15 µM | AlphaScreen His-mHTT/GST-CaM binding, luminescence | P42858 | AID 1671202, 2021 | 190,000 tested, 3.6% active;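 also: 0% = both proteins with DMSO and 100% = one protein alone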
# Target sequence (P42858 whole entry, looked up, stated change not applied): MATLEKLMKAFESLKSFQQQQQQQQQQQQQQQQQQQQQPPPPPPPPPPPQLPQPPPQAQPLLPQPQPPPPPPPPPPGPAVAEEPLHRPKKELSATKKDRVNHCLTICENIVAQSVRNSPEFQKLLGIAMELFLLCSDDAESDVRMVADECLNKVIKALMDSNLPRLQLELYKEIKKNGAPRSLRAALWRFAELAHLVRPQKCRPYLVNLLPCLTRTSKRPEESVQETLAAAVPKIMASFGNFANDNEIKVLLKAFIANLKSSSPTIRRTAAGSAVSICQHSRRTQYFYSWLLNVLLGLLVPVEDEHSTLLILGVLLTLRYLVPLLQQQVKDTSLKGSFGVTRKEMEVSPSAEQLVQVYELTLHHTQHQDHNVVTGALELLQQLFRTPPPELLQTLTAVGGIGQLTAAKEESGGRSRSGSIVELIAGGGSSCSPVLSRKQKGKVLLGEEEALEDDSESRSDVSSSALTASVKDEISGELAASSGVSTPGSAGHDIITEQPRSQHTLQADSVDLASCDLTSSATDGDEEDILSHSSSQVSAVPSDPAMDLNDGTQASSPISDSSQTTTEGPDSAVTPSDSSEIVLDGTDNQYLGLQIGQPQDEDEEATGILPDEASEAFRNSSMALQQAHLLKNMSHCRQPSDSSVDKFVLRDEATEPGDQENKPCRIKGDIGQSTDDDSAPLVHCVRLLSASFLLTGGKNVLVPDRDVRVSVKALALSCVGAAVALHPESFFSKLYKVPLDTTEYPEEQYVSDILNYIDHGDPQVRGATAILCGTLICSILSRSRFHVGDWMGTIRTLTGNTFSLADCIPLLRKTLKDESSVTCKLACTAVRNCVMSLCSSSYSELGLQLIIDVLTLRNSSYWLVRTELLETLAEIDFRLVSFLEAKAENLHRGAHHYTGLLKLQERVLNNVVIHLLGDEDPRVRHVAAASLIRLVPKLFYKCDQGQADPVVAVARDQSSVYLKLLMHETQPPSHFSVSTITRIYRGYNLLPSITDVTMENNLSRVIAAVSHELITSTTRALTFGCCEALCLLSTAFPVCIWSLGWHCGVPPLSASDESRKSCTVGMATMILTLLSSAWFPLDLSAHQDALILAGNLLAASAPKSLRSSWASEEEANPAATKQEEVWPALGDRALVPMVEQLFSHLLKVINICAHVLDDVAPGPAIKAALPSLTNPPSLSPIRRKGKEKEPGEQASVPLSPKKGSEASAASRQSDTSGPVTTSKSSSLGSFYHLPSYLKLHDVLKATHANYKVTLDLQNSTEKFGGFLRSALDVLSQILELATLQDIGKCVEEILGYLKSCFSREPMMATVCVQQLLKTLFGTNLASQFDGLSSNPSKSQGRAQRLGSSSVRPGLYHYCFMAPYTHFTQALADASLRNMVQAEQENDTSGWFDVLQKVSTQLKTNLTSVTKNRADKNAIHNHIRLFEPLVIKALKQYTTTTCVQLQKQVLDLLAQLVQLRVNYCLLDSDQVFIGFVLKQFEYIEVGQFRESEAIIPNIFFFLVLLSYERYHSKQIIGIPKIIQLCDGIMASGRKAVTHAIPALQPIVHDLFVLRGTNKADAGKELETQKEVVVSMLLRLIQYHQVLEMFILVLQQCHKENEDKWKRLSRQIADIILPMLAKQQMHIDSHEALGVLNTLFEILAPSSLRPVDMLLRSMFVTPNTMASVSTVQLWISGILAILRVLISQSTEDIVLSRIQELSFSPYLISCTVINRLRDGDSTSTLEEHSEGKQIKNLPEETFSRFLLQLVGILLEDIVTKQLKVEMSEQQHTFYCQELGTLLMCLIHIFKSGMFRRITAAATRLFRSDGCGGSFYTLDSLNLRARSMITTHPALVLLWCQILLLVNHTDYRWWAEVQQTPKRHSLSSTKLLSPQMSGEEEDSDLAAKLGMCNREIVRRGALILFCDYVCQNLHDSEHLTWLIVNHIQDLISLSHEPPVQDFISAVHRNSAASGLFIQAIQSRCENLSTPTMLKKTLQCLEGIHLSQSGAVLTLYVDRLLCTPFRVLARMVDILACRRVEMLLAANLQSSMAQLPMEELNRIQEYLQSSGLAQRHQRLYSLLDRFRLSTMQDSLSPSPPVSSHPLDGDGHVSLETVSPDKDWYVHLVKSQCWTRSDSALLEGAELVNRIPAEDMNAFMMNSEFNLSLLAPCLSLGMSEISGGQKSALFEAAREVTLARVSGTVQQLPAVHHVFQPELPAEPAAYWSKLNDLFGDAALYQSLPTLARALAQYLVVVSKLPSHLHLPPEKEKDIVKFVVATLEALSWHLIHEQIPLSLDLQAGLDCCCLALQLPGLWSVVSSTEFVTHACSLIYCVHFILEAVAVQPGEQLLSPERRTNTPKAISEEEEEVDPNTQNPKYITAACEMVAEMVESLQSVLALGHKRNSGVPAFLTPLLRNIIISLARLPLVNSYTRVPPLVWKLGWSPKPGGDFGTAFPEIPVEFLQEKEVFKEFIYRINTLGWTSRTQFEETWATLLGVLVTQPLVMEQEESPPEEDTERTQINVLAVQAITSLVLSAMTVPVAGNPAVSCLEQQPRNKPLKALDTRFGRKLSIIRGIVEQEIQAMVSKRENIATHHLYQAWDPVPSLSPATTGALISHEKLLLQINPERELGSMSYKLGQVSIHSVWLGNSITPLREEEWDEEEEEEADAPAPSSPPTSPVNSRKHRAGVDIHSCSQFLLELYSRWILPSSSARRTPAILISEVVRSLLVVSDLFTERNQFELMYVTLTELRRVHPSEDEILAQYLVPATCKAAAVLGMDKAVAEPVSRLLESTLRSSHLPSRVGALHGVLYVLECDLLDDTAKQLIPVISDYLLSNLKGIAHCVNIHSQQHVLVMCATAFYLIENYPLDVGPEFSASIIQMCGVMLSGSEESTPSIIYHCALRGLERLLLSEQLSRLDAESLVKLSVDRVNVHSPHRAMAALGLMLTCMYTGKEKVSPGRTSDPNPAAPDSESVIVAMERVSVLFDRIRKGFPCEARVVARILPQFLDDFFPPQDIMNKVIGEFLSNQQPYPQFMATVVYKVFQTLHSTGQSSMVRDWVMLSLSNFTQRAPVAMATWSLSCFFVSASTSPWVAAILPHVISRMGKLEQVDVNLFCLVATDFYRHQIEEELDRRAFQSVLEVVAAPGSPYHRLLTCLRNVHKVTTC
# An asterisk follows results filed as active; i = inactive; nt = no result given; & = joins results of further samples. Rule as the data show it: active = inhibition above about 50%; inactive = the rest.
[1] Cc1cc(C)c(C)c(OCCN2CCCC2)c1
[2] Cc1ccc2occ(C(=O)c3ccc(Cl)cc3)c(=O)c2c1
[3] O=C(NC1CCCC1)C1CCN(c2nc3ccsc3c(=O)n2-c2ccccc2)CC1
[4] CCOC(CCNC(=O)C1c2cc(OC)c(OC)cc2C(=O)N(C)C1c1cccs1)OCC (centres undefined)
[5] COc1ccc(S(=O)(=O)Nc2ccccc2C(=O)NC2CCCCC2)cc1
[6] O=C1OC(c2ccc(Br)cc2)=N/C1=C/c1cc2c(cc1Cl)OCO2
[7] CCc1nn2c(C)c(CCC(=O)N3CCN(C)CC3)c(C)nc2c1-c1ccc(Cl)cc1
[8] COc1ccc(N(CC(=O)NC(C)C)S(C)(=O)=O)c(OC)c1
Compound,1,2,3,4,5,6,7,8
Pf apPOL block,0,-2,3,-4,-2,0,-16,-1
mHTT CaM bind,2,7,0,7,-2,1,14,-1

[9] COc1ccc(OC)c(C2C=C(c3cccc(Br)c3)Nc3nnnn32)c1 (centres undefined)
[10] COc1ccccc1OCC(=O)Nc1ncc(Cc2ccc(Br)cc2)s1
[11] CC1(C)C(=S)NC(c2ccccc2)N1O (centres undefined)
[12] CS(=O)(=O)N(Cc1ccccc1)c1ccc(C(=O)NCc2cccnc2)cc1
[13] CCn1c(=O)c2ccnn2c2ccc(C(=O)NCc3ccc(C(F)(F)F)cc3)cc21
[14] Cn1c(C2CCN(C(=O)CCC3CCCC3)C2)nc2ccncc21 (centres undefined)
[15] Cc1ccc(-n2nc3ccc(NC(=O)c4cccs4)cc3n2)cc1Cl
[16] CCn1c(C2CCN(S(=O)(=O)c3cccc(C(F)(F)F)c3)C2)nc2cccnc21 (centres undefined)
Compound,9,10,11,12,13,14,15,16
Pf apPOL block,9,-2,1,2,-3,-9,3,1
mHTT CaM bind,56*,-15,nt,6,10,2,-1,7

# Given with tabs: part of the list above.
no.	Compound	Pf apPOL block	mHTT CaM bind
4	CCOC(CCNC(=O)C1c2cc(OC)c(OC)cc2C(=O)N(C)C1c1cccs1)OCC (centres undefined)	-4	7
5	COc1ccc(S(=O)(=O)Nc2ccccc2C(=O)NC2CCCCC2)cc1	-2	-2

# Following part:
[17] CSc1ccccc1NC(=O)Cn1cnc(-c2cccs2)cc1=O
[18] CC(C)(O)C#Cc1ccc(C=NNc2ncc(Cl)cc2C(F)(F)F)cc1
[19] COc1cc(N2C=C(C#N)S(=O)(=O)c3ccc(Cl)cc32)c(OC)cc1Cl
[20] CCN(CC)S(=O)(=O)c1cc(C(=O)Nc2ccccc2OC)ccc1C
[21] S=c1[nH]nc(-c2ccco2)n1/N=C/c1cccs1
[22] Cn1cccc(C(=O)N2CC3(COC(C)(C)OC3)C2)c1=O
[23] Cc1ccc(C(=O)O)cc1N1C(=O)c2ccc(Oc3ccc([N+](=O)[O-])cc3)cc2C1=O
[24] COc1ccc(NS(=O)(=O)c2ccc(NC(=O)c3ccccc3C(=O)O)cc2)nn1
Compound,17,18,19,20,21,22,23,24
Pf apPOL block,-11,-9,-5,-3,nt,-4,1,2
mHTT CaM bind,8,nt,0,-8,i,-4,3,-1

[25] CN1C2CCC1CC(NC(=O)CS(=O)(=O)c1ccccc1)C2 (centres undefined)
[26] NCCN=C1NS(=O)(=O)c2ccccc21
[27] COc1ccc(NC(=O)C2=C(C)Nc3nc(CCCO)nn3C2c2ccccc2)cc1 (centres undefined)
[28] O=C(NCCN1CCCC1)C1CCN(c2nccnc2Sc2ccccc2)CC1
[29] O=C(Nc1cccc(Br)c1)c1ccccc1[N+](=O)[O-]
[30] COC(=O)c1c(C(=O)OC)c2n(c1C)CCS2
[31] CCOC(=O)C(Oc1ccc2c(c1)OC(=Cc1ccc(OC)c(OC)c1OC)C2=O)c1ccccc1 (centres undefined)
[32] CCN(CC)CCN1C(=O)C(=O)C(=C(O)c2ccc(F)cc2)C1c1ccc([N+](=O)[O-])cc1 (centres undefined)
Compound,25,26,27,28,29,30,31,32
Pf apPOL block,-4&-6,2,-5,-5,-14,-4,1,6
mHTT CaM bind,nt,-6,1,8,-1,nt,1,0

[33] Cc1cccc(NC(=O)C2CCc3sc(C(=O)N4CCCC4)cc3C2)c1 (centres undefined)
[34] COC(=O)N1CCN(c2cccc(Cl)c2)CC1
[35] O=[N+]([O-])c1ccc(CN2CC(N3CCCC3)CS2(=O)=O)cc1 (centres undefined)
[36] CCc1ncc(C(O)(c2ccccc2)c2ccccc2)n1C
[37] COc1cccc2cc(C(=O)Nc3ccc(F)c(Cl)c3)c(=Nc3ccc(C(=O)O)cc3)oc12
[38] CC(C)C1C(=O)N(Cc2cn(CCC3OCCCO3)nn2)CCS(=O)(=O)N1Cc1ccc(-c2ccccc2)cc1 (centres undefined)
[39] Cc1nc(-c2c(C)oc3cc(O)cc(C)c3c2=O)cs1
[40] COc1ccc(Br)cc1C=C1Oc2c(ccc(O)c2CN2CCOCC2)C1=O
Compound,33,34,35,36,37,38,39,40
Pf apPOL block,3,-1,-2,-9&4,1,-15,-4,3
mHTT CaM bind,2,0,-4,5&-4,0,56*,0,4

# Filtered by structure, those above containing a carbonyl joined to an NH by a bond outside any ring.
[3] O=C(NC1CCCC1)C1CCN(c2nc3ccsc3c(=O)n2-c2ccccc2)CC1
[4] CCOC(CCNC(=O)C1c2cc(OC)c(OC)cc2C(=O)N(C)C1c1cccs1)OCC (centres undefined)
[5] COc1ccc(S(=O)(=O)Nc2ccccc2C(=O)NC2CCCCC2)cc1
[8] COc1ccc(N(CC(=O)NC(C)C)S(C)(=O)=O)c(OC)c1
[10] COc1ccccc1OCC(=O)Nc1ncc(Cc2ccc(Br)cc2)s1
[12] CS(=O)(=O)N(Cc1ccccc1)c1ccc(C(=O)NCc2cccnc2)cc1
[13] CCn1c(=O)c2ccnn2c2ccc(C(=O)NCc3ccc(C(F)(F)F)cc3)cc21
[15] Cc1ccc(-n2nc3ccc(NC(=O)c4cccs4)cc3n2)cc1Cl
[17] CSc1ccccc1NC(=O)Cn1cnc(-c2cccs2)cc1=O
[20] CCN(CC)S(=O)(=O)c1cc(C(=O)Nc2ccccc2OC)ccc1C
Compound,3,4,5,8,10,12,13,15,17,20
Pf apPOL block,3,-4,-2,-1,-2,2,-3,3,-11,-3
mHTT CaM bind,0,7,-2,-1,-15,6,10,-1,8,-8

[24] COc1ccc(NS(=O)(=O)c2ccc(NC(=O)c3ccccc3C(=O)O)cc2)nn1
[25] CN1C2CCC1CC(NC(=O)CS(=O)(=O)c1ccccc1)C2 (centres undefined)
[27] COc1ccc(NC(=O)C2=C(C)Nc3nc(CCCO)nn3C2c2ccccc2)cc1 (centres undefined)
[28] O=C(NCCN1CCCC1)C1CCN(c2nccnc2Sc2ccccc2)CC1
[29] O=C(Nc1cccc(Br)c1)c1ccccc1[N+](=O)[O-]
[33] Cc1cccc(NC(=O)C2CCc3sc(C(=O)N4CCCC4)cc3C2)c1 (centres undefined)
[37] COc1cccc2cc(C(=O)Nc3ccc(F)c(Cl)c3)c(=Nc3ccc(C(=O)O)cc3)oc12
Compound,24,25,27,28,29,33,37
Pf apPOL block,2,-4&-6,-5,-5,-14,3,1
mHTT CaM bind,-1,nt,1,8,-1,2,0

# Following part.
[41] Cc1nc2scc(C)n2c(=O)c1NC(=O)c1ccc(Br)cc1
[42] Cn1cnnc1SCCNC(=O)c1coc(NC(=O)c2ccccc2)n1
[43] O=C(Nc1ccc([N+](=O)[O-])cc1)C1C(c2ccccc2)C1(Cl)Cl (centres undefined)
[44] Cn1cccc(C(=O)NCC(C)(O)c2cccs2)c1=O (centres undefined)
[45] Cc1cc(=O)n(CC(=O)NC2CCCC2)cn1
[46] COc1cc(-c2noc(C)c2/C=C/c2ccc(OC(C)=O)cc2)cc(OC)c1OC
[47] O=[N+]([O-])c1ccc2nc(CSc3nnnn3C3CCCCC3)[nH]c2c1
[48] COc1ccccc1Cc1noc(C2CN(Cc3ccc(Cl)cc3)C2)n1
Compound,41,42,43,44,45,46,47,48
Pf apPOL block,-4,6,-8,-1,2,-2,-1,-9
mHTT CaM bind,4,-4,94*,-15,-13,4,13,27

[49] O=C1OC(c2ccccc2Cl)=N/C1=C/c1ccc(C(F)(F)F)cc1
[50] CN1C(=O)C2(c3ccccc31)C1CCCC=C1C(C#N)=C(N)C2(C#N)C#N (centres undefined)
[51] COc1ccc(N2CC(C(=O)NC3CC4CCC3C4)CC2=O)cc1 (centres undefined)
[52] CCOc1ccc2[nH]c(C)c(CN(C)C)c(=O)c2c1
[53] c1ccc(OC2CN(C(c3ccccc3)c3ccccc3)C2)cc1
[54] Cc1ccc(S(=O)(=O)CC(SC#N)c2ccccc2)cc1 (centres undefined)
[55] COc1cc(OC)c2c(-c3ccccc3)cc(=O)oc2c1C(CCN1CCN(c2ccccc2)CC1)c1ccc(N(C)C)cc1 (centres undefined)
[56] Cc1ccc(C2C3=C(Nc4ncnn42)c2ccccc2OC3c2cccs2)cc1 (centres undefined)
Compound,49,50,51,52,53,54,55,56
Pf apPOL block,-2,-1,-5,5,0,-5&-6,-6,-5
mHTT CaM bind,19,24,2,0,nt,-12&-16,69*,41

[57] Cc1cc(NS(=O)(=O)c2ccc(NC(=O)c3ccc(Cl)c([N+](=O)[O-])c3)cc2)nc(C)n1
[58] CC(=O)Oc1ccc2c(-c3cc4cc(Br)ccc4oc3=O)cc(=O)oc2c1
[59] CCC(C)c1ccccc1OCCCN1CCN(C)CC1 (centres undefined)
[60] COc1ccc(C(O)=C2C(=O)C(=O)N(CCN3CCOCC3)C2c2ccc(C)cc2)cc1 (centres undefined)
[61] O=C(c1cccs1)N1CCC(CCOc2ccc(F)cc2)CC1
[62] CCc1cccc(C)c1NS(=O)(=O)c1ccc([N+](=O)[O-])cc1
[63] COc1ccc(CN2C(=O)CCC2(C)C(=O)NCc2ccccc2)cc1OC (centres undefined)
[64] CCN1CCN(c2ccc(NC(=O)c3ccccc3Cl)cn2)C1=O
Compound,57,58,59,60,61,62,63,64
Pf apPOL block,1,-8,-8,-1,3,2,-2,-1
mHTT CaM bind,26,4,4,2,-10,11,-6,2

[65] O=[N+]([O-])c1ccccc1S(=O)(=O)N(CC(O)CN1CCCCC1)c1ccccc1 (centres undefined)
  Pf apPOL block = 3	mHTT CaM bind = 8
[66] CCOc1ccc(S(=O)(=O)NCc2ccccc2)c2cccnc12
  Pf apPOL block = -3	mHTT CaM bind = 3
[67] CCC(=O)N1CCc2cc(N3CC(C(=O)N4CCN(C(C)C)CC4)CC3=O)ccc21 (centres undefined)
  Pf apPOL block = 0	mHTT CaM bind = 1
[68] O=C(c1c[nH]c2ccccc12)N1CCC2(CC1)NC(=O)N(Cc1ccccc1Cl)C2=O
  Pf apPOL block = -7	mHTT CaM bind = 98*
[69] CCN1CCN(c2nc(-c3cccc(C)c3)nnc2C)CC1
  Pf apPOL block = 0	mHTT CaM bind = -2
[70] Cc1ccccc1N(C)C(=O)C1CCCN(c2ncnc3c2nc2n3CCCCC2)C1 (centres undefined)
  Pf apPOL block = 4	mHTT CaM bind = 20
[71] COCC(=O)N1CCN(c2cccc(C)c2C)C(=O)C1C (centres undefined)
  Pf apPOL block = -2	mHTT CaM bind = -5
[72] Cc1cc(OCC(=O)NCC2CCCO2)ccc1Cl (centres undefined)
  Pf apPOL block = 0	mHTT CaM bind = -14
[73] COc1ccc2cc(C(=O)NC(C)=O)c(=Nc3ccc(C#N)cc3)oc2c1
  Pf apPOL block = 65*	mHTT CaM bind = 0
[74] CCC(=O)NCC1(c2ccccc2)CCCC1
  Pf apPOL block = -10	mHTT CaM bind = -7
[75] CC1=NOC(=O)/C1=C\c1ccc(OCc2ccc(Cl)cc2)cc1
  Pf apPOL block = -2	mHTT CaM bind = 7
[76] Cc1ccccc1CN1[C@@H](C)[C@@H](c2ccccc2)Oc2c(Cl)cccc2S1(=O)=O
  Pf apPOL block = -2	mHTT CaM bind = -7
[77] O=C(Nc1ccc2c(c1)OCO2)N1CCC(c2nnc(-c3ccco3)o2)CC1
  Pf apPOL block = -4	mHTT CaM bind = -11
[78] COc1ccc(OC)c(-c2ncnn2-c2cccc(Cl)c2C)c1
  Pf apPOL block = -2	mHTT CaM bind = 0
[79] Cc1ccc(CN2CCC(N3CCCCCC3)CC2)cc1
  Pf apPOL block = -8	mHTT CaM bind = 0
[80] Cc1ccc(NC(=O)Cc2nn(C)c(=O)c3ccccc23)cc1F
  Pf apPOL block = -4	mHTT CaM bind = -7
[81] CN(C)c1cccc(C(=O)Nc2cc(-c3cccnc3)no2)c1
  Pf apPOL block = 1	mHTT CaM bind = -10
[82] CCc1ccc(NC2=CC(=O)CC(c3ccco3)C2)cc1 (centres undefined)
  Pf apPOL block = 2	mHTT CaM bind = -5
[83] CCC(C)NC(=O)c1ccc(CS(=O)(=O)Cc2cccc(C)c2)o1 (centres undefined)
  Pf apPOL block = -11	mHTT CaM bind = -6
[84] O=C(Oc1ccccc1)Oc1ccc2ccc(=O)oc2c1
  Pf apPOL block = -3	mHTT CaM bind = 36
[85] OCC(O)C(O)C(C=NNc1ccccc1)=NNc1ccccc1 (centres undefined)
  Pf apPOL block = 23	mHTT CaM bind = nt
[86] Cc1ccc(-n2ncc3c(=O)[nH]c(SCC(=O)Nc4ccccc4C(F)(F)F)nc32)cc1
  Pf apPOL block = -4	mHTT CaM bind = -7
[87] CCC(=O)Nc1ccc(NC(=O)COc2cc(C)ccc2C(C)C)cc1
  Pf apPOL block = 0	mHTT CaM bind = -1
[88] CCOc1ccccc1NC(=O)c1cc2cccc(OC)c2oc1=O
  Pf apPOL block = 0	mHTT CaM bind = -3
[89] COc1ccc(CCN2C(=O)c3cccc4cc([N+](=O)[O-])cc(c34)C2=O)cc1OC
  Pf apPOL block = 4	mHTT CaM bind = nt
[90] O=[N+]([O-])c1c(-c2cn[nH]c2)n[nH]c1-c1cn[nH]c1
  Pf apPOL block = nt	mHTT CaM bind = -6
[91] Cc1nn(C)cc1CN1CCC(Nc2ncnc3c2CCC3)CC1
  Pf apPOL block = -5	mHTT CaM bind = -9
[92] Cc1cc(C)nc(N=C(N)Nc2ccccc2[N+](=O)[O-])n1
  Pf apPOL block = -2	mHTT CaM bind = 4
